MEKK2wt PB1 HTS: modulators of MEK5 binding to wildtype MEKK2, primary screen, biochemical, multiplex bead flow cytometry, Alexa488-MEK5 | Mitogen-activated protein kinase kinase kinase 2 (Homo sapiens), Q9Y2U5 | Alexa488-MEK5 binding to MEKK2 WT; actives lie on both sides | binding response (% of control), % at 10 µM | actives 1.1% (n = 290,000); in the data active = binding response below about 67% or above about 130%
OXTR potentiate: human OXTR potentiators, primary screen, fluorescence, CHO-OTR cells, Fluo-8 calcium; Fluo-8 calcium fluorescence, potentiator mode; 0% = oxytocin EC15, 100% = EC100; actives 0.061% (n = 320,000); Oxytocin receptor (Homo sapiens), P30559; activation, % at 3 µM;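 active = activation above that plate's cutoff, the mean activation of tested compounds plus 3 SD, cut at about 6.6% in these data, passing the limit was not always enough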;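 note: 100% uses oxytocin at 75 nM as the full agonist control; some results filed as inactive read as strong as hits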
Target sequence (P30559 whole entry, looked up): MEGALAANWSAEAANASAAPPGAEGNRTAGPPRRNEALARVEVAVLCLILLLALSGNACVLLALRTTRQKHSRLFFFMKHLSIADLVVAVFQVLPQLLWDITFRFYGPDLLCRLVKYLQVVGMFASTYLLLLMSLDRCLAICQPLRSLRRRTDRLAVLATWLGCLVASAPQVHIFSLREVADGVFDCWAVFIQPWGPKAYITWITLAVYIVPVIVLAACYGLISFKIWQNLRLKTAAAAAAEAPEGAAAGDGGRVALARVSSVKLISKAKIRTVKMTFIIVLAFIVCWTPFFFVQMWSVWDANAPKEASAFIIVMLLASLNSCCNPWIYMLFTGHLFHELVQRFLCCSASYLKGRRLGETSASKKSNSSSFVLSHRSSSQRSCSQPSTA
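Assay system: CHO cell line stably expressing human OTR. Reagent: EC15 oxytocin agonist. Dosing: single dose, 3.0 µM nominal final compound concentration. Timing: compound 6 min at room temperature before oxytocin, 100 s read. Signal: kinetic Fluo-8 calcium fluorescence. Controls: oxytocin EC15 low and EC100 high.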
M18AAP inhibitor: PfM18AAP inhibitors, malaria aminopeptidase, primary screen, biochemical, QFRET, recombinant enzyme | AID 1822, 2009 | M18 aspartyl aminopeptidase (Plasmodium falciparum 3D7) | actives 1.2% (n = 290,000) | H-Glu-NHMec fluorogenic cleavage | inhibition, % at 7.35 µM;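 active = inhibition above the campaign mean inhibition over all tested compounds plus 3 SD, cut at about 28% in these data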;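 note: 0% = plate median of test compound wells and 100% = 2 mM ZnCl2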
GPR7 antag: GPR7 receptor antagonists, primary screen, cell-based, fluorescence, single concentration | inhibition, % at 4.4 µM | GPR7-expressing cells, fluorescence antagonist assay | Neuropeptides B/W receptor type 1 (Homo sapiens), P48145 | actives 1.1% (n = 290,000); in the data active = inhibition above about 16%, passing the limit was not always enough;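 note: cells stimulated with the agonist NPW; 0% = agonist with vehicle and 100% = vehicle without agonist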
NALP1 yeast inh: NALP1 inflammasome inhibitors in reconstituted yeast, colorimetric, S. cerevisiae, triplicate retest; AID 2071, 2009; inhibition, % at 10 µM; S. cerevisiae NALP1/ASC/caspase-1 growth, X-gal OD620, 72 h; actives 0.61% (n = 280,000); in the data active = inhibition mostly above about 24%, no sharp cut-off; inactive = mostly below about 32%; note: some compounds called inactive have numbers as strong as hits
MEKK2 mut-MEK5: MEK5 binding signal on mutant MEKK2 PB1, primary screen, biochemical, multiplex bead flow cytometry, Alexa488-MEK5; actives 0.35% (n = 290,000); percent response, % at 10 µM; Alexa488-MEK5 binding to MEKK2 mutant; AID 1530, 2009; in the data active = percent response above about 24%, passing the limit was not always enough; note: inactives centre near 1; some results filed as inactive read as strong as hits
GalR3 antagonist: GalR3 antagonists in HEK293 cells, primary screen, cell-based, fluorescence readout. Galanin receptor type 3 (Homo sapiens), O60755. HEK293 GalR3-CNG cAMP membrane potential fluorescence; galR3 body fused to GalR1 C-terminus. inhibition, % at 3 µM. actives 0.44% (n = 360,000). AID 651719, 2012;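 active = inhibition above the screen-wide average plus 3 SD, cut at about 13% in these data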;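 note: forskolin and galanin both at EC90 stimulate the cells; cAMP rise reported by CNG channel membrane potential dye signal; 0% = forskolin plus galanin with DMSO and 100% = forskolin alone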
Target sequence (O60755 1-299 limits assumed): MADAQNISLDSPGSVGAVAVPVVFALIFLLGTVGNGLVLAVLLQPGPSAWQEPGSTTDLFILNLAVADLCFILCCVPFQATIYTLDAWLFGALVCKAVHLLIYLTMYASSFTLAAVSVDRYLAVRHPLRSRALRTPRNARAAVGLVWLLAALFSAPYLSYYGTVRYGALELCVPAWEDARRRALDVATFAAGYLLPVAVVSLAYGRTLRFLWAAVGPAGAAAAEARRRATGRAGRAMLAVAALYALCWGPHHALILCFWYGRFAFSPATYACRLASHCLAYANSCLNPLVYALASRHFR
V1R ag counter: agonists of human V1a receptor, primary screen, counter-screen for OXTR agonist project, fluorescence, CHO-V1R cells; activation, % at 3 µM; actives 0.25% (n = 320,000); Vasopressin V1a receptor (Homo sapiens), P37288; Fluo-8 calcium fluorescence, agonist mode; 0% DMSO, 100% 3 nM vasopressin;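 active = activation above the mean activation of all tested compounds plus 3 SD, per screening run, cut at about 20% in these data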;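 note: signal is peak over basal fluorescence ratio across a 100 second FLIPR read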
Target sequence (P37288 whole entry, looked up): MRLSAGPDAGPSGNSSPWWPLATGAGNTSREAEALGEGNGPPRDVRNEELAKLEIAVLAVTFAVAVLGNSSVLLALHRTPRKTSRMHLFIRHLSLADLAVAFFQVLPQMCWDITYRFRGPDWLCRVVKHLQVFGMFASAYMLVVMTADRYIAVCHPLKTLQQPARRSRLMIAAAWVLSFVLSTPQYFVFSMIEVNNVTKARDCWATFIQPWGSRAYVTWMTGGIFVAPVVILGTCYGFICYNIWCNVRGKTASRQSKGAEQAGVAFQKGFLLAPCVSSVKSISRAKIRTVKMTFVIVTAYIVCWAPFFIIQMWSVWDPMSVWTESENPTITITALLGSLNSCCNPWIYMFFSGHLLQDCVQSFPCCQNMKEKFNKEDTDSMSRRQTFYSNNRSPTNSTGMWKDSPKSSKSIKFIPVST
OXTR agonist: human OXTR agonists, primary screen, fluorescence, CHO-OTR cells, Fluo-8 calcium. Oxytocin receptor (Homo sapiens), P30559. Fluo-8 calcium fluorescence; normalized: DMSO 0%, oxytocin 100%. activation, % at 3 µM. actives 0.32% (n = 320,000). AID 2435, 2010;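 active = activation above the mean of all tested compounds plus 3 SD, cutoff set per screening run, cut at about 20% in these data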;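 note: peak over basal fluorescence ratio from a 100 s FLIPR kinetic read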
Numbers without * were called inactive; / = not tested or not shown.

SMILES | MEKK2wt PB1 HTS | OXTR potentiate | M18AAP inhibitor | GPR7 antag | NALP1 yeast inh | MEKK2 mut-MEK5 | GalR3 antagonist | V1R ag counter | OXTR agonist
COC(=O)COn1c(SC(C)C)nc2ccccc2c1=O | 103 | -1 | -5 | -7 | 2 | 2 | -7 | -2.1 | -1.9
Cc1ccc(-c2nnn(CC(=O)N(CCN3CCOCC3)C(C(=O)NC(C)(C)C)c3ccc(C)o3)n2)cc1 (configuration not stated) | 98 | -9 | -6 | -11 | / | -16 | 6 | -0.6 | -0.7
CCOc1ncccc1C(=O)OCc1nnc(-c2ccccc2)o1 | 108 | -9 | 0 | -13 | -1 | 2 | -1 | 1.8 | 4.2
Cc1ccccc1NC(=O)NCCc1nc2ccccc2[nH]1 | 106 | -4 | -4 | 7 | -1 | 6 | -4 | 1.0 | 0.9
COc1ccc(S(=O)(=O)N2CCCC2C(=O)Nc2ccc(C(C)=O)cc2)cc1 (configuration not stated) | 94 | -6 | -1 | -6 | 21 | 1 | -1 | 0.7 | 0.7
CC1CN(C(=O)c2ccc(N3CCCCC3)c([N+](=O)[O-])c2)CC(C)O1 (configuration not stated) | 101 | 1 | 4 | 0 | 24 | 1 | -10 | 0.4 | 0.0
CCCCn1c(SCC(=O)NCc2ccco2)nnc1-c1ccco1 | 110 | -2 | 3 | -7 | 21 | 6 | -3 | 2.1 | 0.4
Cc1csc2ncc(C(=O)Nc3cccc(C(F)(F)F)c3)c(=O)n12 | 106 | 2 | / | / | / | 11 | -2 | 0.8 | 1.2
COc1ccccc1N(CC(=O)Nc1c(C)cccc1C)S(C)(=O)=O | 108 | 1 | -12 | 1 | 4 | 8 | -5 | -0.6 | -0.6
O=C(N/N=C/c1cccnc1)c1ccccc1OCc1cccc(Br)c1 | 92 | -3 | -1 | -11 | 2 | -3 | -3 | -0.4 | -2.0
Cc1cccc(C(=O)NCC(=O)OCC(=O)N(C)CC(=O)Nc2ccc(F)cc2)c1 | / | -1 | / | / | / | / | -1 | -0.5 | -0.7
COc1cc(S(=O)(=O)NC2CCCCC2C)ccc1F (configuration not stated) | 112 | -12 | 0 | -7 | 3 | 8 | 0 | 1.2 | 0.2
Cc1cc(C)n2nc(C(=O)NCc3cccc(C(F)(F)F)c3)nc2n1 | 102 | -4 | -2 | -1 | 7 | 3 | -4 | -0.3 | 0.2
CN(C)CCOC(=O)C12CC3CC(CC(C3)C1)C2 | 101 | -6 | 9 | 4 | 4 | 4 | 0 | 0.3 | 1.0
CC(C)(C)c1ccc(C(=O)N2CCN(C(=O)c3ccco3)CC2)cc1 | 102 | -4 | 3 | 5 | -12 | 4 | 0 | 0.7 | -0.4
O=S(=O)(Nc1cc(S(=O)(=O)N2CCOCC2)ccc1NCC1CCCO1)c1ccccc1 (configuration not stated) | / | 1 | / | / | / | / | -4 | -0.2 | 1.6
Cc1cccc(Cn2cnc3c(N)c(C)c(C)cc32)c1 | 98 | -4 | -6 | -6 | 3 | -6 | -4 | 0.3 | 1.6
CCCn1c(N)c(N(CCOC)C(=O)c2ccc([N+](=O)[O-])cc2Cl)c(=O)[nH]c1=O | 105 | -3 | -15 | -1 | 18 | 5 | -6 | 0.2 | 0.0
COC(=O)C1=C(C)NC(C)=C(C(=O)OC)C1c1ccc(NC(C)=O)cc1 | 106 | -1 | 1 | -1 | 15 | 6 | -1 | 0.2 | -0.5
O=C(CCCc1ccccc1)Nc1cccc2c1CCCC2 | 103 | -7 | 6 | 11 | 29 | 3 | -6 | -1.0 | -1.7
COC(=O)C1=CN(c2cccc(C)c2)C=C(C(=O)OC)C1c1cc(OC)c(O)c([N+](=O)[O-])c1 | 90 | 3 | -1 | -10 | 33 | -1 | -5 | -2.1 | -2.1
CCOc1ccccc1C(=O)N(C)CC(=O)Nc1ccc(OC)cc1 | 102 | / | -6 | 5 | -1 | 4 | -10 | / | /
CCOC(=O)Nc1ccc2c(c1)N(C(=O)CCN(C)C)c1ccccc1CC2 | 106 | -12 | -13 | 1 | 19 | 6 | -7 | 0.6 | 0.8
CC(=O)NC1=NN(C(C)=O)C(C)(CS(=O)(=O)c2ccc(C)c(C)c2)S1 (configuration not stated) | 92 | 5 | 0 | -1 | -4 | -4 | 0 | 2.4 | 0.1
CN(C)c1cccc(C(=O)NC2CCCCCC2)c1 | 110 | -4 | 1 | -2 | 14 | 8 | 1 | -0.2 | -1.4

Just OXTR agonist, GalR3 antagonist and MEKK2 mut-MEK5, for 2 of the compounds above:
smiles	OXTR agonist	GalR3 antagonist	MEKK2 mut-MEK5
COC(=O)COn1c(SC(C)C)nc2ccccc2c1=O	-1.9	-7	2
Cc1ccc(-c2nnn(CC(=O)N(CCN3CCOCC3)C(C(=O)NC(C)(C)C)c3ccc(C)o3)n2)cc1 (configuration not stated)	-0.7	6	-16

Compound profiles, as listed above.
CCCn1c(N)c(N(CCOC)C(=O)c2ccc([N+](=O)[O-])cc2Cl)c(=O)[nH]c1=O in the list: MEKK2wt PB1 HTS = 105; OXTR potentiate = -3; M18AAP inhibitor = -15; GPR7 antag = -1; NALP1 yeast inh = 18; MEKK2 mut-MEK5 = 5; GalR3 antagonist = -6; V1R ag counter = 0.2; OXTR agonist = 0.0
CCOc1ncccc1C(=O)OCc1nnc(-c2ccccc2)o1 in the list: MEKK2wt PB1 HTS = 108; OXTR potentiate = -9; M18AAP inhibitor = 0; GPR7 antag = -13; NALP1 yeast inh = -1; MEKK2 mut-MEK5 = 2; GalR3 antagonist = -1; V1R ag counter = 1.8; OXTR agonist = 4.2

Following part:
SMILES | MEKK2wt PB1 HTS | OXTR potentiate | M18AAP inhibitor | GPR7 antag | NALP1 yeast inh | MEKK2 mut-MEK5 | GalR3 antagonist | V1R ag counter | OXTR agonist
S=C(Nc1ccccc1)N1CCN(C(=S)Nc2ccccc2)CC1 | 100 | 0 | -11 | 6 | -4 | 3 | -7 | 0.6 | -0.8
COc1ccccc1C/C(N)=N/OC(=O)/C=C/c1ccccc1 | 88 | -5 | 2 | 9 | -14 | -6 | -1 | -0.6 | -1.9
COc1ccc(OC)c(NC(=O)C2CCCN(S(=O)(=O)c3cccc4nsnc34)C2)c1 (configuration not stated) | 93 | -3 | -5 | -3 | 6 | 1 | -2 | 0.2 | -2.7
COc1ccc(C(CNC(=O)CCNC(=O)c2ccc(Br)cc2)N2CCOCC2)cc1 (configuration not stated) | / | -1 | / | / | / | / | -4 | -0.9 | -0.3
O=C(Nc1nnc(-c2cccs2)o1)c1cccc(Oc2ccccc2)c1 | 100 | -8 | -6 | 11 | 38* | 6 | 0 | 7.1 | -0.3
CSc1nnc2c3c4c(sc3c(=O)n(-c3ccccc3)n12)CC(C)(C)OC4 | 106 | -7 | 10 | -20 | -10 | 7 | -1 | -0.6 | -2.3
O=C(Cn1cnc2c(nnn2Cc2ccccc2)c1=O)NCc1ccccc1Cl | 93 | -7 | 7 | -1 | / | -4 | 5 | 0.6 | 5.0
O=C(O)c1ccc(NCc2cccc(Br)c2)cc1 | 100 | -7 | 5 | 29* | 22 | -2 | -2 | 5.2 | 4.8
CC(=O)Nc1ccc(C(=O)OCc2ccc(Br)cc2)cc1 | 103 | -5 | 2 | -2 | 16 | 2 | -1 | 0.1 | 2.2
C=CCn1nc(-c2ccccc2)cc1C(=O)OCC | 100 | -3 | / | / | / | 1 | -7 | 0.3 | -2.2
Cc1cc(C)cc(NC(=O)NC(C)C2CCCO2)c1 (configuration not stated) | 95 | -10 | 3 | 3 | 10 | -8 | -5 | 0.7 | -0.3
COc1ccc(N2CCN(C(=O)CN3C(=O)NC(C)(c4ccc5ccccc5c4)C3=O)CC2)cc1 (configuration not stated) | / | -12 | / | / | / | / | -7 | 8.9 | 12
COc1ccc(N2C(=O)CC(N3CCN(S(=O)(=O)c4c(C)cc(C)cc4C)CC3)C2=O)cc1 (configuration not stated) | / | -6 | / | / | / | / | -5 | 3.0 | 4.7
Cc1cccc(NC(=O)CN(C)S(=O)(=O)c2ccccc2)n1 | 99 | -7 | -4 | -9 | -3 | 6 | -1 | 0.6 | 0.6
CSc1nnnn1-c1ccc(C(=O)OCC(=O)N2CCOCC2)cc1 | 99 | -3 | -12 | -16 | 18 | -1 | -6 | 0.4 | 1.7
COc1ccccc1NS(=O)(=O)c1cccc(C(=O)NCC(c2ccco2)N2CCCCC2)c1 (configuration not stated) | / | -8 | / | / | / | / | -7 | -0.1 | 0.6
CCOC(=O)c1ccc(NC(=O)CCc2nnc3ccc(N4CCN(C)CC4)nn23)cc1 | 96 | -10 | -6 | -12 | 14 | -3 | -6 | 0.6 | -0.1
CCOC(=O)C1(CCCc2ccccc2)CCN(C(=O)c2cncs2)CC1 | 97 | -19 | 3 | -13 | -2 | 2 | 2 | 1.6 | 2.0
Cc1ccc(S(=O)(=O)N2CCN(C3CC4CCC3C4)CC2)cc1 (configuration not stated) | 102 | -1 | 6 | -7 | -2 | 4 | -6 | 0.1 | -1.8
OC(COc1ccc2cc(Br)ccc2c1)Cn1ccnc1 (configuration not stated) | 110 | -14 | 0 | 14 | 6 | 10 | -6 | 8.4 | 9.9
CC(C)CCN1CCN(CCCc2ccccc2)CC1CCO (configuration not stated) | 107 | 4 | -4 | 0 | 33 | 2 | -5 | 1.1 | 0.8
COc1cc(/C=N/NC(=O)NC2CCCCC2)cc(OC)c1O | 100 | 3 | 29* | -10 | -17 | -6 | 3 | 0.7 | -0.6
CCOc1ccc(-n2ccnc2SCC(=O)Nc2nnc(CC)s2)cc1 | 97 | -2 | 2 | -13 | -2 | -6 | -1 | 3.3 | 2.5
CC(=O)c1c(C(C)=O)c(C)n(-c2nc(-c3ccc(C)c(C)c3)c(C)s2)c1C | 101 | -5 | -2 | 3 | 30 | 0 | -4 | 0.4 | -2.6
Cc1ccc(NP(=O)(c2ccc(N(C)C)cc2NC(=O)c2cccs2)N2CCOCC2)cc1Cl (configuration not stated) | 86 | -1 | -2 | -7 | 24 | -1 | 0 | 0.3 | -0.6
CC1CCCC(NC(=O)COC(=O)Cc2ccc(Br)cc2)C1C (configuration not stated) | 92 | -17 | -2 | -9 | 18* | -5 | -4 | -0.8 | -2.3
COc1ccc(NC(=O)NC(C)c2ccncc2)cc1OC (configuration not stated) | 102 | 2 | -7 | -2 | 3 | 6 | -5 | 0.2 | 0.8
COc1ccccc1-c1nnc(SCC(=O)Nc2nc(-c3ccccc3)cs2)n1C | 103 | -17 | 7 | -10 | -22 | 1 | -6 | -0.2 | -0.5
C[C@H]1COC(=O)[C@H](CC(=O)OC(C)(C)C)C/C=C\C[C@@H](CC(=O)N[C@H](CO)Cc2ccccc2)C(=O)N1 | / | 2 | / | / | / | / | -6 | 0.8 | -0.4
O=C(Nc1ccc(Cl)cc1C(=O)N1CCOCC1)c1ccco1 | 101 | 0 | 3 | -15 | 31 | 5 | 5 | 1.2 | 0.1

From PubChem BioAssay
